Screening results from PubChem.
G9a inh = blocks human histone lysine methyltransferase G9a. Q96KQ7. 350,000 compounds, 8.8% hits. Potency, µM (doses to about 102 µM), inactives show at the highest dose activity, negative = inhibition, hits mostly inhibitors. G9a H3K9 monomethylation, AlphaScreen, 2 h; note: % is set by controls: 0 for no effect and ±100 for the full control effect; nearly all actives have a fitted effect of over 75% in size
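Chemiluminescent proximity detection of H3K9 monomethylation, read after 10 min bead incubation in the dark. Reaction: 20 nM G9a, 500 nM biotin-H3K9 peptide, 20 uM SAM cofactor, 2 h, room temperature, following 15 min enzyme-compound preincubation.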
POLK inh = DNA polymerase kappa (human) inhibition; purified Pol kappa, fluorescent DNA synthesis assay, 10 min; Potency, µM (top dose mostly 107 µM), for the others: top-dose activity, negative = inhibition, most hits filed as inhibitors; 400,000 compounds, 0.53% hits; AID 588579; note: % is set by controls: 0 for no effect and ±100 for the full control effect
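50 nM final substrate added after 15 min RT preincubation of 10 nM Pol kappa with compound; fluorescence read at 0 and 10 min.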
BAZ2B block = BAZ2B (human) inhibition; Q9UIF8; AlphaScreen BAZ2B-H3K14Ac peptide displacement; Potency, µM (highest dose often 114 µM), for inactives: at the top dose activity change, negative = inhibition, most hits filed as inhibitors; 360,000 compounds, 4.4% hits; AID 504333; note: % is set by controls: 0 for no effect and ±100 for the full control effect; nearly all actives have a fitted effect of over 60% in size
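Compounds, titrated to a top concentration of 110 uM, were incubated 30 min at room temperature with preformed BAZ2B/acetyl-K14 H3 peptide complex (50 nM each). Proximity signal was measured by AlphaScreen after 20 min with beads.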
Anesthetic bind = candidate novel general anesthetic via apoferritin binding | Potency, µM (highest dose often 77.5 µM), without a hit: at the highest dose activity change, negative = displacement, actives largely listed as inhibitors | apoferritin/1-aminoanthracene competitive binding, fluorescence | 350,000 compounds, 0.074% hits | AID 485281 | P02791; note: % is set by controls: 0 for no effect and ±100 for the full control effect; nearly all actives have a fitted effect of over 20% in size
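Concentration-response curves derived by four-parameter Hill fitting of normalized fluorescence, where compounds displaced 1-AMA from 10 uM horse apoferritin following a brief 10 min room-temperature incubation; propofol titration acted as positive control.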
Pol eta inh = inhibitors of human DNA polymerase eta. Potency, µM (titrated, usually from 114 µM), for the others: at the highest dose activity change, negative = inhibition, most hits filed as inhibitors. AID 588591. 390,000 compounds, 1.2% hits. Q9Y253. recombinant Pol eta, fluorescent DNA replication assay; note: % is set by controls: 0 for no effect and ±100 for the full control effect
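Pol eta (10 nM) was preincubated with compounds for 15 min at room temperature, after which fluorescent replication substrate (50 nM final) was added to start the reaction. Fluorescence was read kinetically at 0 and 10 min.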
Pol iota inh = DNA polymerase iota (human) inhibition. 390,000 compounds, 1% hits. Potency, µM (titrated, usually from 115 µM), for inactives: at the highest dose activity, negative = inhibition, hits mostly inhibitors. Pol iota fluorescent replication assay, 10 min
Target sequence (Q9UNA4 whole entry, looked up): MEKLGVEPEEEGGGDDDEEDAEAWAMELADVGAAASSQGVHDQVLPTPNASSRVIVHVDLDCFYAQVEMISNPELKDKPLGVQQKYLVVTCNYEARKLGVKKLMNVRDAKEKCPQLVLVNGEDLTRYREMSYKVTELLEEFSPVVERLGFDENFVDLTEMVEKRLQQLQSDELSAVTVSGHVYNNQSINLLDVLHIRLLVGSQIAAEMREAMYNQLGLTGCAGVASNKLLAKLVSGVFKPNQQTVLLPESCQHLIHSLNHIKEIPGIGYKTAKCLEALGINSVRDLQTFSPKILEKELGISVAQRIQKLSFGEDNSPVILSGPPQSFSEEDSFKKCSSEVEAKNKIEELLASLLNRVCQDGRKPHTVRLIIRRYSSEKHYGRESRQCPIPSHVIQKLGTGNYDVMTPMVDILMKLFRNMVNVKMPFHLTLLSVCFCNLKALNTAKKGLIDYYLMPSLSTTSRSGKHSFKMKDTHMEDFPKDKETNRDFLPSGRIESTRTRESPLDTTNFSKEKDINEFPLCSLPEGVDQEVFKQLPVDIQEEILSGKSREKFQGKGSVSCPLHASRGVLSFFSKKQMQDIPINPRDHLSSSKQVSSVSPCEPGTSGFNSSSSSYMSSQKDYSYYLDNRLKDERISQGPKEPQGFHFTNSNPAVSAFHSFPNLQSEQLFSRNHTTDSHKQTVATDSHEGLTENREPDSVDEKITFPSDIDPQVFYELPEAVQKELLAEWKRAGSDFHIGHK
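Fluorescent replication assay read twice, at 0 min and 10 min after adding 50 nM (final) substrate. Enzyme (10 nM) and compounds were first incubated 15 min at room temperature; enzyme-free buffer wells were negative controls.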
APE1 inh = APE1 (human) endonuclease inhibition; AID 2517; 350,000 compounds, 0.35% hits; recombinant APE1, TAMRA/BHQ-2 abasic DNA cleavage fluorescence; Potency, µM (titrated, usually from 65.8 µM), for inactives: top-dose activity change, negative = inhibition, usual class: inhibitors; P27695;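 note: plate controls were vehicle for no effect and reference inhibitor for full effect; nearly all actives have a fitted effect of over 55% in size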
Target sequence (P27695 whole entry, looked up): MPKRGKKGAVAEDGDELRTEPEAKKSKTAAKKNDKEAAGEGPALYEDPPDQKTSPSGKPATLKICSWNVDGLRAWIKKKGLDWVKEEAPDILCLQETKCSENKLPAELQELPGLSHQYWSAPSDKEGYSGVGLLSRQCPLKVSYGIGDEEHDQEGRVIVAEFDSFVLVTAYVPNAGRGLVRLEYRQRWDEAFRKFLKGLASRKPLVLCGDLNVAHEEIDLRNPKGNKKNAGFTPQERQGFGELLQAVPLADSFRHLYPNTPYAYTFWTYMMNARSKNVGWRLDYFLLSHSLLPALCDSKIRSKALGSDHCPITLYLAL
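Kinetic fluorescence read (525 ex/598 em nm, three reads 60 s apart) of AP-site incision; signal = third minus first read. Enzyme 0.75 nM, dual-labelled THF duplex 50 nM, compound preincubation 15 min RT.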
Pol beta inh = blocks human DNA polymerase beta activity; P06746; Pol beta primer extension/strand displacement, fluorescence kinetic; Potency, µM (top dose mostly 114 µM), for the others: at the highest dose activity change, negative = inhibition, hits mostly inhibitors; 340,000 compounds, 1.3% hits; AID 485314; note: % is set by controls: 0 for no effect and ±100 for the full control effect
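Enzyme-only controls used 10 nM Pol beta; buffer lacking enzyme served as negative control. Compound preincubated 15 min, then 50 nM substrate added; 0 and 10 min reads at room temperature.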
BLM helicase inh = Bloom syndrome helicase (human) inhibition; recombinant BLM DNA unwinding, fluorescence dequenching; 350,000 compounds, 0.2% hits; P54132; Potency, µM (doses to about 56.1 µM), for inactives: at the highest dose activity change, negative = inhibition, hits mostly inhibitors;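 note: plate controls were vehicle for no effect and no enzyme for full effect; nearly all actives have a fitted effect of over 35% in size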
The depositor's hits bear a star; u = inconclusive; x = not tested or not shown; & = joins results of further samples; ! = not active in a repeat; [ ] = another dose, or the depositor's remark. Calls come from the whole dose curve; as a rule, active = well fitted curve in the direction sought with a large enough effect; inconclusive = small, poorly fitted or top-dose-only effect, or another doubt; inactive = no such curve, though single readings can be large; an effect the other way counts as inactive or inconclusive. Potency is the fitted concentration of half-maximal effect. The list is partial, so the mix of outcomes need not match the whole.

The opening 15 records as a preview:
SMILES	G9a inh	POLK inh	BAZ2B block	Anesthetic bind	Pol eta inh	Pol iota inh	APE1 inh	Pol beta inh	BLM helicase inh
Cc1ccc2[nH]c3c(=O)n(CCc4cnc[nH]4)cnc3c2c1	20%[59 µM]	-1%	u	-5%	3%	1%	-8%	1%	2%
CN(Cc1nc2ccccc2c(=O)[nH]1)C(=O)c1cccc(S(=O)(=O)N2CCCC2)c1	-8%[0.501 µM]	5%	4%	x	-25%	31%[activator]	15%	x	x
NNC(=O)c1ccc(CN2C(=O)c3cccc4cccc2c34)cc1	-32%	-9%	20%	48%[activator]	-4%	u	1%	1%	-4%
CCN(CC)c1nc(N2CCOCC2)c(C#N)c2c1CN(C)CC2	-8%	-8%	3%	-4%	-6%	12%	3%	-14%	2%
COc1cc(/C=C(/NC(=O)c2ccccc2)C(=O)N2CCN(C)CC2)c([N+](=O)[O-])cc1OC	-13%[59 µM]	-4%	4%	4%	-10%	11%	3%	10%	0%
O=C(CCC(=O)NC1CCN(Cc2ccccc2)CC1)NCc1ccco1	-8%	-12%	0%	-6%	-8%	4%	3%	0%	0%
CCOC(=O)N1CCN(/[N+]([O-])=N/Oc2ccc([N+](=O)[O-])cc2[N+](=O)[O-])CC1	18µM*	1%[60.1 µM]	x	u	x	u	0%&-1%	x	-7%&-9%
COc1ccc2[nH]cc(S(=O)(=O)c3ccc(F)cc3)c(=O)c2c1	9%	-6%	7%	-6%	-4%	-9%	-3%	-1%	-8%
COc1ccc(CNC(=O)COC(=O)c2cccn2C)cc1	x	-13%	x	x	3%	72%[activator]	-16%	x	x
CN(CCC#N)C(=S)NC(=O)c1ccc(S(=O)(=O)N2CCOCC2)cc1	11µM*	-7%	-20%	-5%	-7%	52%[activator]	-5%	-2%	-1%
CC(=O)c1cccc(S(=O)(=O)N2CCCC(c3nc(-c4ccc(C)o4)no3)C2)c1 (stereo unspecified)	4µM*	-9%	-29%	u	-19%	10%	0%	11%	-4%
CCCSc1ccc(-c2nn(-c3ccccc3)cc2/C=C(/C#N)C(=O)NCCCOC)cc1	11%[59 µM]	-8%	-4%	-7%	-14%	7%	4%	-30%	0%
Cc1ccc(SCC(=O)O/N=C(\N)c2ccncc2)cc1	-11%	6%	-6%	u	6%	17%	2%	42%	-2%
COC(=O)c1c(SC)nc2ccccc2c1OCc1ccc(C)cc1C	73%[activator][59 µM]	-6%	145%[activator]	-4%	-22%	18%	x	-14%	-8%
Cc1ccc(-c2n[nH]c(=O)c3ccccc23)cc1S(=O)(=O)NCCO	-3%[2.33 µM]	1%	-4%	-8%	0%	32%[activator]	-1%	-18%	-1%

This part in full (from the top)
SMILES	G9a inh	POLK inh	BAZ2B block	Anesthetic bind	Pol eta inh	Pol iota inh	APE1 inh	Pol beta inh	BLM helicase inh
Cc1ccc2[nH]c3c(=O)n(CCc4cnc[nH]4)cnc3c2c1	20%[59 µM]	-1%	u	-5%	3%	1%	-8%	1%	2%
CN(Cc1nc2ccccc2c(=O)[nH]1)C(=O)c1cccc(S(=O)(=O)N2CCCC2)c1	-8%[0.501 µM]	5%	4%	x	-25%	31%[activator]	15%	x	x
NNC(=O)c1ccc(CN2C(=O)c3cccc4cccc2c34)cc1	-32%	-9%	20%	48%[activator]	-4%	u	1%	1%	-4%
CCN(CC)c1nc(N2CCOCC2)c(C#N)c2c1CN(C)CC2	-8%	-8%	3%	-4%	-6%	12%	3%	-14%	2%
COc1cc(/C=C(/NC(=O)c2ccccc2)C(=O)N2CCN(C)CC2)c([N+](=O)[O-])cc1OC	-13%[59 µM]	-4%	4%	4%	-10%	11%	3%	10%	0%
O=C(CCC(=O)NC1CCN(Cc2ccccc2)CC1)NCc1ccco1	-8%	-12%	0%	-6%	-8%	4%	3%	0%	0%
CCOC(=O)N1CCN(/[N+]([O-])=N/Oc2ccc([N+](=O)[O-])cc2[N+](=O)[O-])CC1	18µM*	1%[60.1 µM]	x	u	x	u	0%&-1%	x	-7%&-9%
COc1ccc2[nH]cc(S(=O)(=O)c3ccc(F)cc3)c(=O)c2c1	9%	-6%	7%	-6%	-4%	-9%	-3%	-1%	-8%
COc1ccc(CNC(=O)COC(=O)c2cccn2C)cc1	x	-13%	x	x	3%	72%[activator]	-16%	x	x
CN(CCC#N)C(=S)NC(=O)c1ccc(S(=O)(=O)N2CCOCC2)cc1	11µM*	-7%	-20%	-5%	-7%	52%[activator]	-5%	-2%	-1%
CC(=O)c1cccc(S(=O)(=O)N2CCCC(c3nc(-c4ccc(C)o4)no3)C2)c1 (stereo unspecified)	4µM*	-9%	-29%	u	-19%	10%	0%	11%	-4%
CCCSc1ccc(-c2nn(-c3ccccc3)cc2/C=C(/C#N)C(=O)NCCCOC)cc1	11%[59 µM]	-8%	-4%	-7%	-14%	7%	4%	-30%	0%
Cc1ccc(SCC(=O)O/N=C(\N)c2ccncc2)cc1	-11%	6%	-6%	u	6%	17%	2%	42%	-2%
COC(=O)c1c(SC)nc2ccccc2c1OCc1ccc(C)cc1C	73%[activator][59 µM]	-6%	145%[activator]	-4%	-22%	18%	x	-14%	-8%
Cc1ccc(-c2n[nH]c(=O)c3ccccc23)cc1S(=O)(=O)NCCO	-3%[2.33 µM]	1%	-4%	-8%	0%	32%[activator]	-1%	-18%	-1%
Cc1ccc(NC(=O)Nc2nnc(CSCCOc3ccc(Cl)cc3)s2)cc1	4%[59 µM]	-2%	5%	-6%	-15%	0%	-1%	-1%	-3%
COc1ccccc1C(=O)N/C(=C\c1cn(S(=O)(=O)N(C)C)c2ccccc12)C(=O)N1CCCC1	8%	-15%	u	-10%	-20%	7%	-15%	3%	-7%
Cc1cc(NC(=O)c2c(-c3c(Cl)cccc3Cl)noc2C)n(C)n1	10%	0%	1%	2%	-19%	70%[activator]	1%	3%	-2%
COc1ccc(C2(c3ccc(OC)cc3)NC(=O)N(CC(=O)NC3CCS(=O)(=O)C3)C2=O)cc1 (stereo unspecified)	x	0%	x	x	-22%	8%	25%	x	x
COc1ccc(NC(=O)CN(C)C(=O)c2ccc3[nH]c4c(c3c2)CC(C)CC4)cc1 (stereo unspecified)	45µM*	-5%	u	x	-7%	u	-11%	x	x
Cn1c(=O)n(C)c2cc(NC(=O)COc3ccc(F)cc3F)ccc21	8%	-6%	-27%	2%	-12%	24%	1%	27%	-13%
Cc1nc2ccccc2cc1OCc1ccc(Cl)cc1	53%[activator][59 µM]	-3%	105%[activator]	-16%	-7%	3%	-7%	-29%	-27%
O=C(Cc1cccs1)Nc1nnc(-c2ccncc2)s1	6%[12.7 µM]	-12%	-30%	0%	-21%	63µM*	-5%	u	-4%
O=C(Nc1ccc(NC(=O)c2cccs2)cc1)c1ccc(Br)o1	-3%[59 µM]	-34%	u	2%	u	u	u	u	-18%
COCCNC(=O)c1ccc(CN2CCC(Cc3ccccc3)CC2)cc1	1%	-1%	u	-4%	-7%	116%[activator]	23%	2%	-3%
COc1ccc(C(=O)NCCc2nnc3ccc(SCC(=O)Nc4cc(C)on4)nn23)cc1	-22%	5%	x	-6%	-11%	2%	0%	1%	2%
CC(C)c1nn2c(=O)cc(COC(=O)CNC(=O)c3ccccc3)nc2s1	28%[59 µM]	-24%	-11%	39%[activator]	2%	u	x	-2%	3%
O=C(Nc1nc(-c2cccs2)cs1)c1cccc(S(=O)(=O)N2CCCCC2)c1	13µM*	-7%	u	-2%	0%	u	-4%	u	-10%
O=C(ONC1=NCCCCC1)c1ccc(Cl)cc1	32%[59 µM]	1%	4%	-10%	-23%	13%	-4%	-1%	-2%
Cc1c(CN2CCN(CC(C)(C)C)C(CCO)C2)[nH]c2ccccc12 (stereo unspecified)	71µM*	0%	-33%	-6%	-18%	16%	-3%	1%	-2%
COc1ccc2cc1Oc1ccc(cc1)C[C@H]1c3c(cc4c(c3Oc3cc5c(cc3OC)CCN(C)[C@@H]5C2)OCO4)CCN1C	11µM*!	-14%[60.1 µM]	-38%	-15%&-1%	-19%	20%	-11%&-3%&-2%	-3%	198%&85%[activator]
COc1cccc(-c2nnc3sc(-c4ccccc4)nn23)c1	-106%	-2%	11%	-20%	1%	13%	-1%	4%	0%
Brc1ccccc1/C=N/N1CCCCC1	-5%[2.33 µM]	7%	u	-7%	-17%	89%[activator]	-8%	35%	1%
COC(=O)c1c(-c2ccc(F)cc2)csc1NC(=O)C1CCCO1 (stereo unspecified)	-35%	-16%	-3%	-3%	-7%	57%[activator]	-2%	1%	-11%
O=C(c1ccc(C(F)(F)F)cc1)C1CCCN(C(=O)Cn2cncn2)C1 (stereo unspecified)	8%	-4%	-4%	8%	-11%	8%	28%	15%	-1%
NC(=O)C1(N2CCCCC2)CCN(S(=O)(=O)c2cc(Cl)sc2Cl)CC1	x	-24%	-1%	3%	-14%	49%[activator]	13%	28%	-4%
c1csc(CNCCN2CCOCC2)c1	-2%[12.7 µM]	-15%	-36%	-3%	-2%	-28%	4%	-5%	1%
COC(=O)[C@]1(C)N[C@H](CN(C)C(=O)Nc2ccc(Cl)cc2)[C@@H]2C(=O)N(Cc3ccccc3)C(=O)[C@@H]21	x	-19%	x	x	0%	-6%	-14%	x	x
CCOC(=O)C1=C(CC)Nc2ccccc2N/C1=N\S(=O)(=O)c1cc(Br)ccc1Br	1%[59 µM]	-4%	u	-18%	-14%	58%[activator]	6%	5%	u
O=C(O)COCC(=O)Nc1ccc(-n2nc(C(F)(F)F)cc2-c2cccs2)cc1	-32%	-1%	-9%	3%	-1%	22%	0%	21%	2%
